Compound activity deposited in PubChem by several laboratories.
Glyco luc inh: N-linked glycosylation inhibition; D54 ERlucT glycosylation luciferase reporter, 24 h; percent of 100 nM tunicamycin response; reporter increase, % at 12.5 µM; 360,000 compounds, 0.23% hits; AID 588692;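 active = mean luciferase reporter signal, scaled so untreated is 0 and the glycosylation-blocking control 100, at or above a set limit in every replicate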;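 note: luciferase carries N-glycosylation sites so blocking glycosylation raises the light; 0% = median of neutral control wells and 100% = median of 100 nM tunicamycin wells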
PDI inh: blocks human protein disulfide isomerase activity; P07237; PDI insulin aggregation turbidity, A650, 90 min; inhibition, % at 10 µM; 350,000 compounds, 0.052% hits;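 active = mean inhibition across replicates of 30% or more, whatever share of single replicates reach that level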;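 note: absorbance from insulin aggregation driven by PDI reduction with DTT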
Vif inh: inhibitors of HIV Vif | HEK293T cells, Vif self-association by quenched fluorescence, imaging, 24 h | inhibition, % at 7.49 µM | 340,000 compounds, 0.35% hits; in the data active = inhibition above about 50%, passing the limit was not always enough; note: some results filed as inactive read as strong as hits
ABCB6 inh 2: inhibitors of human ABC transporter ABCB6 | 360,000 compounds, 0.19% hits | fluorescence ratio to DMSO, % at 10 µM | Q9NP58 | K562-ABCB6 porphyrin accumulation, flow cytometry, 1 h; stronger effect = lower value;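 active = fluorescence ratio to DMSO below 75%, the collection mean minus 3 SD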;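 note: signal is porphyrin accumulated inside mitochondria; 100% equals median channel fluorescence of DMSO control wells; lower ratio means ABCB6 inhibition with less porphyrin fluorescence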
Target sequence (Q9NP58 whole entry, looked up): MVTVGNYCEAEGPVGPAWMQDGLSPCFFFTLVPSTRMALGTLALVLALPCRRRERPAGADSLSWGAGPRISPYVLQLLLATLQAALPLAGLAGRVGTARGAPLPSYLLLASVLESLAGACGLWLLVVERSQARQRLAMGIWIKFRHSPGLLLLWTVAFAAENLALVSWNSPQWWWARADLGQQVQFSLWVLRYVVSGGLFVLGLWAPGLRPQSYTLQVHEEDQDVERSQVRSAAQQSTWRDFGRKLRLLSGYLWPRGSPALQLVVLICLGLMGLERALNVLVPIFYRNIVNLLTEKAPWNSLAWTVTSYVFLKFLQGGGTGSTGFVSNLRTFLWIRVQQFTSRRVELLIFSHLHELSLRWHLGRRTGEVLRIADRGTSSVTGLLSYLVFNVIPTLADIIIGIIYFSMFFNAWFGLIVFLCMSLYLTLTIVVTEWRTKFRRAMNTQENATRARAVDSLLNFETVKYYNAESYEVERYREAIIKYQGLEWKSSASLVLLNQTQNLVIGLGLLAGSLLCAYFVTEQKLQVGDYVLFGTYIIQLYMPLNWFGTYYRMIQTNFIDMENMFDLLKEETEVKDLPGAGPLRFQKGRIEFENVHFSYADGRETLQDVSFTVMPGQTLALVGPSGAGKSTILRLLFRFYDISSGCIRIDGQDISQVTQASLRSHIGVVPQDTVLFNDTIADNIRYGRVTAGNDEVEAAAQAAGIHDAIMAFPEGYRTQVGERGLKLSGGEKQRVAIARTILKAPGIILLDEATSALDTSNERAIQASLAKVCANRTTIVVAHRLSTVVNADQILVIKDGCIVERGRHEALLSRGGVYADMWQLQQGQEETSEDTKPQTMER
aDG glyco up: alpha-DG glycosylation activation. Pro5-aDG cells, alpha-DG glycosylation AlphaScreen (IIH6); 0% Pro5, 100% B10-LARGE cell signal. activation, % at 10 µM. 360,000 compounds, 0.22% hits. AID 624168;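 active = activation of at least 8% versus controls, or a plate z-score of at least 8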;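 note: Pro5 are CHO cells carrying HIG-tagged alpha-DG that lacks glycosylation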
MC4R barr agon: activates human MC4R beta-arrestin recruitment; P32245; U2OS MC4R beta-arrestin complementation, luminescence; percent of melanotan II response, DMSO zero; activation, % at 8.9 µM; 360,000 compounds, 0.98% hits; AID 540308;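 active = activation above a per-plate cutoff, the mean activation of sample wells on that plate plus 3 SD, cut at about 8% in these data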
m5-HT2A agonist: agonists of mouse serotonin 5-HT2A receptor (HTR2A); P35363; CHO-K1 mHTR2A beta-arrestin complementation, luminescence; percent of 30 µM serotonin response; activation, % at 7.6 µM; 360,000 compounds, 0.66% hits;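 active = activation above a run cutoff, the mean activation of all tested compounds plus 3 SD, cut at about 14% in these data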;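 note: 0% = plate median of compound wells and 100% = 30 µM serotonin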
CaV13 ICDI inh: Primary screen for inhibitors of IQ motif and Ca2+-dependent inactivation inhibitor domain binding in CACNA1D, Förster resonance energy transfer in living cells, …; HEK cells, CFP/YFP FRET ICDI-IQ, plate reader, 10 min; percent FRET-ratio fall versus neutral wells; inhibition, % at 12.3 µM; 340,000 compounds, 0.098% hits; AID 743397;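 active = mean replicate inhibition of at least 30% and at least 1% of replicates passing that level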;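 note: 0% = median of the neutral control wells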
H9c2 protect: myocardial damage modulation in H9c2 cells; protection from H2O2 cell death, % at 20 µM; 360,000 compounds, 0.63% hits; H9c2 cardiomyocytes, H2O2 injury protection, ATPLite, 2 h;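 active = compounds giving at least 50% protection of heart cells from peroxide-induced death in the single-dose screen, raw or plate-pattern-corrected value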;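 note: 0% = DMSO wells with peroxide and 100% = DMSO wells without peroxide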
MC4R antag cAMP: blocks human MC4R cAMP signaling; 360,000 compounds, 0.48% hits; AID 540295; inhibition, % at 6.5 µM; MC4R-expressing cells, MTII-stimulated cAMP, LANCE TR-FRET;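 active = inhibition above its plate's cutoff, the mean of tested wells on that plate plus 3 SD, cut at about 29% in these data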;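 note: 0% = Melanotan II alone and 100% = Melanotan II plus saturating MCL0020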
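Material – human MC4R-expressing U2OS cells · Repeats – no replicates · Detection – TR-FRET with Eu-cAMP and labeled anti-cAMP, 671 nm · Times – compound 30 min, challenge 1 h, detection 1 h · Compound – single nominal compound dose of 6.5 µM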
Numbers without * were called inactive; x = no result given.

SMILES	Glyco luc inh	PDI inh	Vif inh	ABCB6 inh 2	aDG glyco up	MC4R barr agon	m5-HT2A agonist	CaV13 ICDI inh	H9c2 protect	MC4R antag cAMP
O=C(Nc1ccc(C(=O)O)cc1)/C(=C/c1ccc2c(c1)OCO2)NC(=O)c1cccc(Br)c1	0	-19	2	90	-0.3	-1.0	19*	0	0	5
COC(=O)c1ccccc1NC(=O)C1CC(=O)N(c2ccc(OC)cc2)C1 (centres undefined)	9	-10	-1	99	-0.2	-0.5	-2	-7	5	12
N#CSCC(=O)c1cccc2ccccc12	24	12	20	99	-0.3	-2.3	-3	-3	-10	-10
CCCC(C)NC(=S)NC(=O)c1cc(S(=O)(=O)N2CCOCC2)ccc1C (centres undefined)	-2	1	-14	103	0.5	-1.4	5	-16	-15	13
CCN(C)C1CN(Cc2cn(CCCC(=O)OC)nn2)S(=O)(=O)C1 (centres undefined)	x	x	x	96	0.1	x	-22	-7	x	x
O=c1[nH]c(/C=C\c2cccc(C(F)(F)F)c2)nc(O)c1[N+](=O)[O-]	1	3	13	98	0.0	-0.8	6	-12	7	-1
CCOC(=O)Oc1ccc2oc(C)c(C(=O)OCCOC)c2c1	-1	1	-10	90	0.0	0.1	2	-6	2	1
COc1ccc(NC(=O)CC2C(=O)N(C)C(=S)N2CCc2ccccc2)cc1 (centres undefined)	0	0	-7	89	0.2	0.4	1	-2	-4	4
O=C(Nc1ccc(F)cc1Cl)c1ccc2c(=O)n3c(nc2c1)CCC3	-1	-1	3	99	-0.1	0.4	1	-2	-5	-6
O=C(COc1ccc2ccccc2c1)NNC(=O)C(=O)Nc1ccccc1	0	17	-10	98	-0.2	2.0	-1	-2	5	-1
O=C(NCCc1ccccc1)c1nc2c(nnn2Cc2ccccc2Cl)c(=O)[nH]1	-1	1	-6	97	-0.1	-0.9	5	-4	-5	7
C/C(CC(=O)NCC(C)C)=N\NC(=O)COc1cc(C)c(Br)cc1Br	-1	3	39	95	0.2	0.9	6	-4	-10	-8
O=C(CSc1oc(-c2ccccc2)nc1S(=O)(=O)c1ccc(F)cc1)NCC1CCCO1 (centres undefined)	-2	0	-1	98	0.2	-0.8	2	-4	-2	12
COc1cc(C(=S)N2CCOCC2)cc(OC)c1OS(=O)(=O)c1ccc(C)cc1	0	-8	13	99	0.0	-2.0	0	-2	-1	0
CNC(=S)N/N=C/c1cc(Br)c(OCc2ccncc2)c(OC)c1	-4	0	-8	101	0.1	-0.6	0	-11	18	0
Cc1cc(C)cc(NC(=O)N2CCC(NC(=O)c3ccccc3C)CC2)c1	1	-1	25	105	0.0	-3.4	-1	x	5	7
Cc1n[nH]c(C)c1S(=O)(=O)N1CCCCCC1	1	7	13	96	-0.3	-0.3	0	x	4	15
Cc1cccc(/C=N/NC(=O)c2cc(-c3cccnc3)nc3c2c(C)nn3-c2ccccc2)c1	2	-2	-8	99	-0.1	-0.9	4	-7	8	2
CC1CCc2c(sc(NC(=O)CSc3ncn[nH]3)c2C#N)C1 (centres undefined)	-7	-6	-8	100	0.0	-0.7	4	-6	-9	-9
CCOC(=O)c1cc(S(=O)(=O)NCCc2ccc(OC)c(OC)c2)cn1C	-2	12	-8	95	0.0	-2.4	4	-3	-1	4
O=C(Nc1ccc(Cl)cc1)c1cc(S(=O)(=O)Nc2ccccn2)ccc1Cl	-1	11	-4	97	-0.1	-1.7	0	-3	-2	2
CC(C)C1CC(C(=O)Nc2ccccc2)C(=O)O1 (centres undefined)	0	7	3	95	-0.2	-2.2	2	-19	4	0
COc1cccc(NC(=S)NC(=O)Cc2ccc(Cl)cc2)c1	1	16	14	94	0.1	-0.5	-7	-1	-5	-4
COc1ccc(Br)cc1S(=O)(=O)N1CCCc2ccccc21	-3	-2	0	101	0.1	-1.6	-5	-4	-3	17
O=C(CN1C(=O)NC2(CCCCC2)C1=O)Nc1ccc(S(=O)(=O)N2CCOCC2)cc1	3	-2	13	100	0.1	0.9	-4	-4	5	2
Cc1ccc(NC(=O)OC(C)CNC(=O)Oc2cccc(C)c2)cc1 (centres undefined)	2	-6	1	87	-0.1	-0.7	7	-4	-7	0
NCCSc1c(-c2ccc(Cl)cc2)[nH]c2ccccc12	-5	4	-3	103	0.5	-0.6	-8	1	-21	5
O=C1c2ccccc2NC2(CCCC2)N1O	-1	-7	4	99	-0.3	-1.6	-5	0	12	-6
Cc1ccccc1OCC(=O)N/N=C1\CC(=O)CC(C)(C)C1	4	-2	-5	96	-0.1	-4.2	6	-7	5	1
O=C1CC(N2CCCc3ccccc32)C(=O)N1c1ccccc1Cl (centres undefined)	-1	0	-9	135	0.8	0.1	-6	-6	10	6
COc1cccc(NC(=O)/C=C/c2ccccc2[N+](=O)[O-])c1	-3	1	-5	98	0.2	-1.9	-3	-14	-3	-8
CSc1ncc(C(=O)O)c(C)n1	1	-7	-11	97	0.0	0.1	-4	-9	3	-3
CN1CCN(C(=O)C2CCN(S(=O)(=O)c3ccc(F)cc3)CC2)CC1	-1	1	-8	99	0.0	-0.5	-7	-17	1	-1
Cc1ccc(C(C)NC(=O)c2cc3cc(Br)ccc3oc2=N)cc1 (centres undefined)	10	7	3	102	-0.1	0.6	3	-3	-2	6
C/C(CC(=O)Nc1ccc(Cl)c(Cl)c1)=N\NC(=O)Cc1ccccc1	2	2	17	98	-0.3	-1.6	-5	-5	-2	3
CCCc1cc2c(-c3ccccc3)cc(=O)oc2cc1OCc1ccc(C(=O)O)o1	0	-10	-1	99	0.2	-1.9	1	-10	3	3
COc1ccc(S(=O)(=O)N2CCCCC2)cc1NC(=O)c1cccnc1SC	2	1	-6	94	-0.1	-1.6	4	5	-7	7
CC(=O)c1cccc(NC(=O)c2cc(-c3cccs3)on2)c1	0	9	-7	96	0.1	7.4	-10	-2	-8	1
CC(=O)c1sc(NC(=O)COc2ccccc2)nc1C	0	-5	15	95	-0.1	-0.8	2	-5	-3	4
Cc1ccc(S(=O)(=O)NCC(=O)N(CC(=O)NCC2CCCO2)Cc2ccccc2)cc1 (centres undefined)	1	12	2	96	-0.1	-1.0	1	-5	28	1
CCOC(=O)C1=C(N)N(c2cc(S(=O)(=O)N3CCOCC3)ccc2Cl)C(=O)C1	2	-4	5	99	-0.5	-2.8	0	1	-4	8
Cc1cc(-c2nnco2)c(C)n1-c1ccc(F)cc1	-2	12	1	100	-0.2	0.1	-2	-9	0	1
O=C1CC(c2ccccc2)Oc2ccccc21 (centres undefined)	1	1	-6	101	0.0	-1.5	0	-5	-8	2
Cc1ccccc1OCCn1ccnc1	2	3	4	99	0.1	-1.3	-5	-21	-3	-5
CC(=O)N/N=C(\C)c1ccc2c(c1)OCCO2	0	7	-4	100	0.3	-1.0	4	-5	2	15
COc1ccc(C(=O)Nc2ccc(S(=O)(=O)N3CCc4ccccc43)cc2)cc1	-1	15	-8	92	1.1	-0.6	-3	x	-11	6
O=C(COC(=O)C1CCN(c2ccc(C(F)(F)F)cn2)CC1)Nc1ccc(Cl)cc1	0	-3	-12	97	-0.1	0.7	2	-5	-2	3
CC(=O)Nc1cc2c(cc1C(=O)c1ccc(C)cc1)OCCO2	-2	19	-2	109	-0.3	0.4	3	x	21	1

Laid out differently: 12 of the compounds above
Compound | Glyco luc inh | PDI inh | Vif inh | ABCB6 inh 2 | aDG glyco up | MC4R barr agon | m5-HT2A agonist | CaV13 ICDI inh | H9c2 protect | MC4R antag cAMP
Cc1ccc(C(C)NC(=O)c2cc3cc(Br)ccc3oc2=N)cc1 (centres undefined) | 10 | 7 | 3 | 102 | -0.1 | 0.6 | 3 | -3 | -2 | 6
C/C(CC(=O)Nc1ccc(Cl)c(Cl)c1)=N\NC(=O)Cc1ccccc1 | 2 | 2 | 17 | 98 | -0.3 | -1.6 | -5 | -5 | -2 | 3
CCCc1cc2c(-c3ccccc3)cc(=O)oc2cc1OCc1ccc(C(=O)O)o1 | 0 | -10 | -1 | 99 | 0.2 | -1.9 | 1 | -10 | 3 | 3
COc1ccc(S(=O)(=O)N2CCCCC2)cc1NC(=O)c1cccnc1SC | 2 | 1 | -6 | 94 | -0.1 | -1.6 | 4 | 5 | -7 | 7
CC(=O)c1cccc(NC(=O)c2cc(-c3cccs3)on2)c1 | 0 | 9 | -7 | 96 | 0.1 | 7.4 | -10 | -2 | -8 | 1
CC(=O)c1sc(NC(=O)COc2ccccc2)nc1C | 0 | -5 | 15 | 95 | -0.1 | -0.8 | 2 | -5 | -3 | 4
Cc1ccc(S(=O)(=O)NCC(=O)N(CC(=O)NCC2CCCO2)Cc2ccccc2)cc1 (centres undefined) | 1 | 12 | 2 | 96 | -0.1 | -1.0 | 1 | -5 | 28 | 1
CCOC(=O)C1=C(N)N(c2cc(S(=O)(=O)N3CCOCC3)ccc2Cl)C(=O)C1 | 2 | -4 | 5 | 99 | -0.5 | -2.8 | 0 | 1 | -4 | 8
Cc1cc(-c2nnco2)c(C)n1-c1ccc(F)cc1 | -2 | 12 | 1 | 100 | -0.2 | 0.1 | -2 | -9 | 0 | 1
O=C1CC(c2ccccc2)Oc2ccccc21 (centres undefined) | 1 | 1 | -6 | 101 | 0.0 | -1.5 | 0 | -5 | -8 | 2
Cc1ccccc1OCCn1ccnc1 | 2 | 3 | 4 | 99 | 0.1 | -1.3 | -5 | -21 | -3 | -5
CC(=O)N/N=C(\C)c1ccc2c(c1)OCCO2 | 0 | 7 | -4 | 100 | 0.3 | -1.0 | 4 | -5 | 2 | 15

Other results follow.
SMILES	Glyco luc inh	PDI inh	Vif inh	ABCB6 inh 2	aDG glyco up	MC4R barr agon	m5-HT2A agonist	CaV13 ICDI inh	H9c2 protect	MC4R antag cAMP
Cc1c(NC(=O)C(C)OC(=O)CC2CC3CCC2C3)c(=O)n(-c2ccccc2)n1C (centres undefined)	-1	5	-6	101	0.8	-1.8	-3	8	-4	3
O=C(CCn1cnc2ccccc2c1=O)Nc1ccc(S(=O)(=O)N2CCCCC2)cc1	-2	5	-6	96	-0.1	-1.7	8	x	-7	15
CC1(C)Cc2c(c(=S)nc(-c3ccccc3)n2CCO)CO1	0	3	-3	89	0.3	0.5	-8	1	4	14
Cc1sc(NC(=O)CCCC(=O)O)c(C(N)=O)c1-c1ccccc1	-2	-10	1	98	-0.1	-2.8	1	-7	2	-1
CC=Cc1cc(OC)c2c(c1)C(C)C(c1ccc(O)c(OC)c1)O2 (centres undefined)	-1	-16	-7	99	0.1	7.8	-1	-6	-12	-4
CN1CCN(C2=CC(=O)OC23CCCCC3)CC1	2	17	x	90	0.2	-1.7	4	x	-6	3
O=C(NCCCN1CCN(c2ccccc2F)CC1)C1CCC(=O)N1C1CCCC1 (centres undefined)	1	-5	-4	98	0.2	1.1	12	x	0	16
CCOC(=O)c1cc(-c2ccccc2)nc2nc(N3CCCCC3)sc12	-1	-4	13	98	0.6	0.2	-2	-2	2	3
CCOc1ccccc1C1CC(=O)Nc2cc(C)c(C)cc21 (centres undefined)	5	-6	4	91	-0.1	-0.4	-2	-2	2	2
